CHT allo act – human CHT allosteric activation | Q9GZV3 | AID 488977 | actives 0.49% (n = 310,000) | CHT-expressing cells, membrane potential dye, choline EC20; active compounds read high; LV-AA mutant CHT in HEK293 cells | B-score at 10 µM;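 active = initial fluorescence not abnormally high and integrated response B-score, plate-corrected, over 3 SD above library mean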
Target sequence (Q9GZV3 whole entry, looked up): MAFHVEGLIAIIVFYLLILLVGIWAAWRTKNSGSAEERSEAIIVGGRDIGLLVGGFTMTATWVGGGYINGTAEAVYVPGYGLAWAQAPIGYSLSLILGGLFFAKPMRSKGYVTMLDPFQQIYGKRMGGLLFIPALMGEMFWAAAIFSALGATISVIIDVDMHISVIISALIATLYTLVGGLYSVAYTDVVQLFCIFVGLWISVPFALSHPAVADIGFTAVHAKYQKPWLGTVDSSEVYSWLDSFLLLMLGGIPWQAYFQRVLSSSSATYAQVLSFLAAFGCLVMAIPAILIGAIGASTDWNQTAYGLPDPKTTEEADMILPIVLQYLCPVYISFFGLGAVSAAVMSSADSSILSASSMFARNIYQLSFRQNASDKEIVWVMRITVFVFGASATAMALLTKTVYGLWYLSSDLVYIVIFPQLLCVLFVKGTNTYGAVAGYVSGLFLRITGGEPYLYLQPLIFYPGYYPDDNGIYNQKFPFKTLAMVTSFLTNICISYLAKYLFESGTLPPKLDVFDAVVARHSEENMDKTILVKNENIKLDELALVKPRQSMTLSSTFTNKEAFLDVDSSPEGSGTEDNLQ
STK33 inh – inhibitors of human STK33 kinase | Q9BYT3 | purified STK33, MBP phosphorylation, ADP-Glo luminescence | inhibition, % at 10 µM | actives 0.073% (n = 320,000) | AID 2661;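 active = inhibition at or above 25%, using the most active replicate where run in duplicate; inactive = inhibition below 25%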
Target sequence (Q9BYT3 whole entry, looked up): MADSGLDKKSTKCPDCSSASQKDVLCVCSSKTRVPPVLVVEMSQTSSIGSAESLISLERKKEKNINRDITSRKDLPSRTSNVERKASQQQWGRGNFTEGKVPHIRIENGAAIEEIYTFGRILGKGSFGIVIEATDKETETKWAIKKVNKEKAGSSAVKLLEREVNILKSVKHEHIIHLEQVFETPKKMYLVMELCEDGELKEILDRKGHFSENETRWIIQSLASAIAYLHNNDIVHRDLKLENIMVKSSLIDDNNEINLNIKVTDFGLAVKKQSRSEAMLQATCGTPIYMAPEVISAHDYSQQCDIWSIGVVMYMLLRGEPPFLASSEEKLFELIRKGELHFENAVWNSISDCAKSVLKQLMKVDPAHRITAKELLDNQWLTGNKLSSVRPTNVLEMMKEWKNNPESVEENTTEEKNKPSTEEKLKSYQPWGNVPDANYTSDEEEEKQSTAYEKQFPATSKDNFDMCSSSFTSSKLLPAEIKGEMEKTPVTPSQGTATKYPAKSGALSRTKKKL
CHT block – inhibits the human high affinity choline transporter; CHT-expressing cells, membrane potential dye, choline response; active compounds read low; B-score at 10 µM; Q9GZV3; actives 0.86% (n = 310,000);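 active = B-score over 3 SD under the library average, and starting fluorescence ratio not unusually high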;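 also: choline stimulus applied at its EC90 after an EC20 pre-addition; B-score computed on integrated fluorescence ratio after choline addition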
An asterisk follows results filed as active; i = inactive; nt = not tested or not shown. Outcome played no part in choosing rows; 1.5% or so of the library scored in one or more.

Preview:
Below each compound – CHT allo act | CHT block | STK33 inh
Cc1cc(=O)oc2cc(OCC(=O)N3CCC(C(N)=O)CC3)ccc12
→ i | i | -2.5
CCCn1nc(C(=O)NNC(=O)CSC(C)C(=O)Nc2cc(C)on2)c2ccccc2c1=O (stereo not given)
→ i | i | 0.4

The whole of this part, from the first entry:
Below each compound – CHT allo act | CHT block | STK33 inh
Cc1cc(=O)oc2cc(OCC(=O)N3CCC(C(N)=O)CC3)ccc12
→ i | i | -2.5
CCCn1nc(C(=O)NNC(=O)CSC(C)C(=O)Nc2cc(C)on2)c2ccccc2c1=O (stereo not given)
→ i | i | 0.4
Cc1ccc2c(COC(=O)c3c(C)noc3C)cc(=O)oc2c1
→ i | -5.9* | 1.7
CCCCCN(C(=O)CCC(=O)OC(C)C(=O)NC1CCCCC1)c1c(N)n(CCCC)c(=O)[nH]c1=O (stereo not given)
→ i | i | -1.0
Fc1cccc(Cl)c1CNCc1ccccc1Cl
→ i | i | 1.3
O=C(CCCn1cnc([N+](=O)[O-])n1)Nc1ccc(Cl)c(Cl)c1
→ i | i | 1.2
Cc1cc(NC(=O)CSc2nc3cc(Cl)ccc3c(=O)n2CC(C)C)no1
→ i | i | -0.6
CC(=O)C1=C(O)C(=O)N(c2cccnc2)C1c1ccc(Cl)cc1 (stereo not given)
→ i | i | -1.0
CCCNC(=O)NC(=O)COC(=O)CNS(=O)(=O)/C=C/c1ccccc1
→ i | i | -2.1
Cc1cccc(CCNC(=O)CN(C)S(=O)(=O)c2ccc3c(c2)c(=O)n(C)c(=O)n3C)c1
→ i | i | -0.1
Nc1ncnc2nc(SCC(=O)Nc3cccc(C(F)(F)F)c3)[nH]c12
→ i | i | 1.8
Cc1c(C)n(CCCN(C)C)c2ncnc(Nc3ccc(F)cc3)c12
→ i | i | 0.1
Cc1ccccc1OCC(=O)Nc1ccc2c(c1)ncn2C
→ i | i | -0.3
CCC(Sc1ncccn1)C(=O)Nc1cc(C)on1 (stereo not given)
→ i | i | 0.2
CCN1CCN(CC(=O)N2c3ccccc3CC2C)CC1 (stereo not given)
→ i | i | -1.7

Continued.
Below each compound – CHT allo act | CHT block | STK33 inh
CCn1c(SCc2ccc(C(=O)OC)o2)nnc1-c1c[nH]c2ccccc12
→ i | i | -1.0
COC(=O)c1ccccc1OC(=O)c1cc[n+]([O-])cc1
→ i | i | -0.3
Cc1ccc2c(c1)N(CC(=O)Nc1c(C)cccc1C)C(=O)c1cccnc1O2
→ i | i | 0.5
CC1C(=O)Nc2ccccc2N1C(=O)c1cccc(C(F)(F)F)c1 (stereo not given)
→ i | i | -1.0
Cc1ccc(-c2csc(NC(=O)c3cnccn3)n2)cc1C
→ i | i | -0.6
COc1ccc(CCNc2cc(N3CCN(C(=O)c4ccc(C)cc4)CC3)ccc2[N+](=O)[O-])cc1OC
→ i | i | -0.7
Nc1c(C(=O)N2CCOCC2)sc2nc3c(cc12)CCCC3
→ i | i | 0.8
O=C(CSC1=NS(=O)(=O)c2cc(F)ccc2N1)NCc1ccc(F)cc1
→ i | i | -2.8
CCOC(=O)C1C(=O)CC(C)(O)C(C(=O)OCC)C1c1ccc(OC)cc1 (stereo not given)
→ i | i | 1.2
O=C(N1CCCCC1)N1CCN(S(=O)(=O)c2cccc([N+](=O)[O-])c2)CC1
→ i | i | 0.7
CCn1c2ccccc2c2nnc(SCC(=O)Nc3ncccn3)nc21
→ i | i | 0.4
c1ccc(-n2ncc3c(N4CCCCC4)ncnc32)cc1
→ i | i | 1.8
C/C(=N\NC(=O)C1COc2ccccc2O1)c1cc2ccccc2o1 (stereo not given)
→ i | i | -1.6
CCOC(=O)C1=C[C@]2(CC)CCCN3CCc4c(n1c1ccccc41)[C@@H]32
→ i | i | -0.3
O=C(NCC1CCCN(C(=O)Cc2ccccc2Cl)C1)c1ccc(F)cc1 (stereo not given)
→ i | i | 2.6

Further entries follow.
Below each compound – CHT allo act | CHT block | STK33 inh
COc1ccc(N2CCN(C(=O)c3ccccc3NC(=O)c3ccccc3)CC2)cc1
→ i | i | -2.4
COc1ccccc1NS(=O)(=O)c1ccc(Br)s1
→ i | i | -1.3
Cc1cc(=O)oc2c(C)c(OC(C)C(=O)NC(Cc3c[nH]c4ccc(O)cc34)C(=O)O)ccc12 (stereo not given)
→ i | i | -0.9
COc1cccc(CNC(=O)CCS(=O)(=O)Cc2ccc(C)cc2)c1
→ i | i | -0.2
CC(=O)Oc1c(C)c(C)c2c(c1C)CCC(C)(CCCC(C)CCCC(C)CCCC(C)C)O2 (stereo not given)
→ i | i | 0.5
CCOc1ccc(NC(=O)CN(c2ccc(C)cc2)S(=O)(=O)c2c(C)nn(C)c2C)cc1
→ i | i | -0.8
CCOC(=O)C1(Cc2cccc(Cl)c2)CCCN(C(=O)c2cc(C)[nH]n2)C1 (stereo not given)
→ i | i | 0.3
COC(C[C@H]1O[C@H]1C(=O)[C@H](C)OCc1ccccc1)OC
→ i | i | -0.1
COc1ccccc1-n1cnc2cc(C(=O)N3CCOCC3)ccc21
→ i | i | -0.7
CSc1ncccc1C(=O)OCC(=O)N1CCN(S(=O)(=O)c2ccc(C)cc2C)CC1
→ i | i | -1.0
Cc1nc2ccccc2c(=O)n1/N=C/c1ccc(F)cc1
→ i | i | 0.3
Cn1c(SCC(=O)c2ccc3c(c2)OCCO3)nnc1C1CC1
→ i | i | -0.5
Cc1ccc(C(c2sc3nc(C)nn3c2O)N2CCN(CCO)CC2)cc1 (stereo not given)
→ i | i | -0.4
O=C(CCC(=O)c1cccs1)c1cccs1
→ i | i | -0.1
CCc1ccc(NC(=O)Cn2ccn(-c3cccc(Cl)c3)c(=O)c2=O)cc1
→ i | i | -0.4

Other results.
Below each compound – CHT allo act | CHT block | STK33 inh
CC(=O)Nc1ccc(/C=N/NC(=O)CNS(=O)(=O)c2ccccc2)cc1
→ i | i | 0.6
CC(C)c1nc(SCC(=O)N2CCCCCC2)c2c(=O)n(C)c(=O)n(C)c2n1
→ i | i | 0.3
O=C(CSc1nnc(-c2ccc(C(F)(F)F)cn2)o1)Nc1cccc(Cl)c1
→ i | i | -1.5
O=C1OCCC1Sc1nnc(-c2ccco2)o1 (stereo not given)
→ i | i | -1.0
Cc1nc2ccc([N+](=O)[O-])cc2s1
→ i | i | -2.1
CN(C)CCNC(=O)C1CCCNC1=O (stereo not given)
→ i | i | -0.7
Cc1cccc(C(=O)NC(=S)N2CCc3ccccc3C2)c1
→ i | i | 0.4
O=C1/C(=C/c2cccc([N+](=O)[O-])c2)CCc2ccccc21
→ i | i | -0.6
CC(C)CNS(=O)(=O)c1ccc(S(=O)(=O)N2CCN(CCC#N)CC2)cc1
→ i | i | 0.7
N#CC1=C(N)Oc2n[nH]c(-c3cccnc3)c2C1c1ccc([N+](=O)[O-])o1 (stereo not given)
→ i | i | -0.7
COC(=O)C1CCN(C(=O)Cc2c(OC)ccc3cc(Br)ccc23)CC1
→ i | i | 0.6
CCC(CC)C(=O)Nc1cccc(-c2ccc3nncn3n2)c1
→ i | i | 0.2
CCOc1cc(/C=C2\NC(=O)NC2=O)ccc1OC(C)C(=O)O (stereo not given)
→ i | i | -1.2
COc1ccccc1NC(=O)Nc1nnc(CC(=O)Nc2ccccc2C)s1
→ i | i | -0.9
Cc1ccc2cc(NC(=O)c3cccc(F)c3)ccc2n1
→ i | i | 1.9

More results.
Below each compound – CHT allo act | CHT block | STK33 inh
CCN(CC)C(=O)CSc1nnc(SCc2ccc(Cl)cc2)s1
→ i | i | 0.2
O=C(CCC(=O)c1cccs1)OCC(=O)N1CCN(C(=O)c2ccco2)CC1
→ i | i | -1.7
C=CCNC(=O)c1ccc(Sc2ccc(C)cc2)c([N+](=O)[O-])c1
→ i | i | 0.4
Brc1ccc(Nc2nc3ccccc3n3nnnc23)cc1
→ i | i | -1.3
CC(Cn1cncn1)C(=O)N1CCN(S(=O)(=O)c2ccccc2)CC1 (stereo not given)
→ i | i | -0.2
CC(C)(C)c1ccc(OCC(=O)OCCNC(=O)c2cccnc2)cc1
→ i | i | -1.7
Cc1ccc(NC(=O)CCC(=O)NNC(=O)C(C)(C)C)c(C)c1
→ i | i | -0.8
Cc1cc2c(c(=O)n1Cc1ccc3c(c1)OCO3)C(c1cccnc1)C(C#N)=C(N)O2 (stereo not given)
→ i | i | -0.8
O=C(CSc1nc2ccccc2[nH]1)Nc1c(F)cccc1F
→ i | i | -1.8
Cc1cccn2c(=O)c3cc(C(=O)NCC4CCCO4)c(=N)n(CCc4ccccc4)c3nc12 (stereo not given)
→ i | i | -0.2
CCOC(=O)Cn1c(=O)oc2cc(S(=O)(=O)N3CCn4c3nc3ccccc34)ccc21
→ i | i | -0.8
Cn1nnnc1SCC(=O)NCc1ccco1
→ i | i | nt
CCC(C)NS(=O)(=O)c1ccc(OCC(=O)N2CCCCC2)cc1 (stereo not given)
→ i | i | -0.6
O=S(=O)(Cc1ccccc1)NCC1CCCN(Cc2ccc3nonc3c2)C1 (stereo not given)
→ i | i | -0.1
O=C(Cc1ccccc1)NCc1ccccn1
→ i | i | -0.2

Going on with the list.
Below each compound – CHT allo act | CHT block | STK33 inh
COC(=O)C1CCN(C(=O)c2ccc3nc(-c4cccc(OC)c4)oc3c2)CC1
→ i | i | -0.5
COc1cccc(C(=O)NNC(=O)C(=O)Nc2cccc3ccccc23)c1
→ i | i | -0.2
CNc1cc(N2CCCCCC2)ccc1[N+](=O)[O-]
→ i | i | -1.4
CC(C)OC(=O)c1c(N)sc2c1CCCC2
→ i | i | -1.1
COc1ccccc1N1CCN(c2cc(N3CCCC3)nc(C)n2)CC1
→ 7.5* | i | -2.7
CC(C)c1nnc(NC(=O)CCN2C(=O)c3ccccc3C2=O)s1
→ i | i | -1.6
CCOC(=O)c1ccc(NS(=O)(=O)c2c(C)nc3sccn3c2=O)cc1
→ i | i | -1.5
Cc1ccc2occ(CN3CCN(c4ccccc4)CC3)c(=O)c2c1
→ i | i | -1.3
Cc1nc2nc(-c3ccccc3)nn2c(C)c1C
→ i | i | 0.0
CN(CC(=O)Nc1ccccc1Cl)C(=O)COC(=O)C1=COCCO1
→ i | i | 0.5
CCOc1ccc(CN(Cc2ccco2)C(c2cccs2)c2nnnn2C(C)(C)C)cc1 (stereo not given)
→ i | i | -0.6
Oc1ccc(-n2nnnc2SCc2c(F)cccc2Cl)cc1
→ i | i | 1.9
O=C(CCc1ccccc1)N/N=C\c1cc2c(cc1Br)OCO2
→ i | i | 0.0
CC1CCC/C(=C\Nc2ccc(C(=O)O)cc2)C1=O (stereo not given)
→ i | i | 1.8
O=C(Cn1nc(-c2ccccc2)ccc1=O)NCC1CCCO1 (stereo not given)
→ i | i | -0.9

Remaining list, next part:
Below each compound – CHT allo act | CHT block | STK33 inh
CN(C)c1ccc(-n2cc3c(=O)n(C)c(=O)n(C)c3c2)cc1
→ i | i | 1.0
Cc1ccccc1NC(=O)c1ccc(C)c(S(=O)(=O)Nc2cccnc2)c1
→ i | i | -0.7
Cc1ccc2nc(N(CCCN(C)C)C(=O)CS(=O)(=O)c3ccccc3)sc2c1
→ i | i | -0.1
COc1ccc(S(=O)(=O)N2CCCC(C(=O)NCC3CCCO3)C2)cc1Cl (stereo not given)
→ i | i | -1.6
CC(C)N(C(=O)Cn1cc(S(=O)(=O)CC(=O)NC2CCCCC2)c2ccccc21)C(C)C
→ i | i | -1.8
O=C1C=CC(=O)N1c1ccc(O)cc1
→ i | i | 2.9
CCSC1=C(C#N)C(c2cccc(Br)c2)CC(=O)N1 (stereo not given)
→ i | i | 4.3
O=[N+]([O-])c1cccc(-c2ccc(C(=S)N3CCN(c4ccc(F)cc4)CC3)o2)c1
→ i | i | -0.4
CN(C)CCNc1cc(-c2ccncc2)nc2ccccc12
→ i | i | 1.7
CC1(c2nnc(-c3ccc(F)cc3)o2)CC(c2cccc(Cl)c2)=NO1 (stereo not given)
→ i | i | -0.5
CCC(C)(C)NC(=O)CN(C(=O)CCC(=O)Nc1nccs1)c1ccc2c(c1)OCO2
→ i | i | -3.0
Cc1cc(-c2nc3ncccc3o2)ccc1NC(=S)NC(=O)c1ccco1
→ i | i | -0.1
Cc1ccnc(NC(=O)C2CCN(S(=O)(=O)c3cccc4nonc34)CC2)c1
→ i | i | -1.0
CCOc1ccc(OCC)c(NC(=O)CN2CCN(C(=O)c3ccco3)CC2)c1
→ i | i | -0.2
C/C(=N\NC(=O)CN1CCCCC1)c1ccccc1O
→ i | i | -0.1

Profiles, quoted from the list. Screens in order: CHT allo act	CHT block	STK33 inh
`CCOc1ccc(OCC)c(NC(=O)CN2CCN(C(=O)c3ccco3)CC2)c1` as listed: i	i	-0.2
`C/C(=N\NC(=O)CN1CCCCC1)c1ccccc1O` as listed: i	i	-0.1
`Cc1ccc2nc(N(CCCN(C)C)C(=O)CS(=O)(=O)c3ccccc3)sc2c1` as listed: i	i	-0.1
`CN(C)CCNc1cc(-c2ccncc2)nc2ccccc12` as listed: i	i	1.7
`Cc1cc(-c2nc3ncccc3o2)ccc1NC(=S)NC(=O)c1ccco1` as listed: i	i	-0.1

Next part
Below each compound – CHT allo act | CHT block | STK33 inh
CCOC(=O)c1cc(-c2ccc(N3CCOCC3)cc2)nn1-c1ccccc1C(=O)O
→ i | i | -2.4
CC1CCCN(C(=O)c2ccc([N+](=O)[O-])o2)C1 (stereo not given)
→ i | i | -0.4
O=C(COc1ccc2ccccc2c1)NCC1CCCO1 (stereo not given)
→ i | i | -2.5
COc1cc(/C=N/n2cnc3scc(-c4cccs4)c3c2=O)cc(OC)c1OC
→ i | i | -1.1
CCc1ccc(NC(=O)NNC(=O)c2ccc3ccccc3c2O)cc1
→ i | i | 0.1
Cc1ccc(/C=N/N2CCN(Cc3ccc(C)cc3)CC2)cc1
→ i | i | -0.7
O=C(c1ccccc1)c1ccc(OCC(O)CN2CCCC2)cc1 (stereo not given)
→ i | i | 0.6
